LYP act: increases human PTPN22 phosphatase activity; Q9Y2R2; recombinant LYP, DiFMUP fluorescence; 0 = plate median, 100 = signal doubled; activation, % at 2 µM; hit rate 0.11% among 96,000; AID 697;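 active = activation at 2 µM above a set limit, the mean plus 5 SD, cut at about 37% in these data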
Pyk2 oligo antag: blocks oligomerization of human Pyk2 in cells; Q14289; Q293 cells, Pyk2 FERM NanoBiT luminescence; stronger effect = lower value; z-score (the deposit names both 25 µM and 10 µM); hit rate 0.83% among 99,000; AID 1347419;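 active = Z-score of -3 or lower, scaled per plate to the spread of control and sample wells; inactive = z-score above -3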;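 note: negative z-score means lost luminescence so less FERM oligomerization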
E coli WT exp: blocks growth of wild type E. coli BW25113; OD600 absorbance; growth inhibition, % at 100 µM; hit rate 0.15% among 98,000;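 active = growth inhibition above about 50% at one test dose, limit read from the data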;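 note: growth measured after 20 h incubation at 37 °C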
PostGolgi ctrl: growth of the yeast control strain, post-Golgi counter-screen; efflux-deficient yeast background strain, growth absorbance A615, 16 h; inhibition, % at 10 µM; hit rate 5% among 98,000; AID 738
PostGolgi yeast: growth inhibition of a yeast mutant, post-Golgi transport screen; post-Golgi transport phenotypic cell assay; hit rate 0.9% among 98,000; AID 739; inhibition, % at 10 µM;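 note: yeast cells grown in 1536-well plates; yeast grown about 18 h at 30C before absorbance read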
CYP2C9 activ: CYP2C9 (human) activation; recombinant CYP2C9, luciferin-H conversion, luminescence; stronger effect = higher value; factor 1 = untreated enzyme, 0 = blocked; activation factor at 5 µM; hit rate 1.4% among 96,000;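 active = activation factor of 2 or more for CYP2C9 at a 5 µM dose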;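 note: 0 = sulfaphenazole-blocked wells and 1 = vehicle-only wells; values of inactives mirror those of a sister screen read the other way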
PTPN22 inh 2: blocks human PTPN22 phosphatase activity | Q9Y2R2 | AID 640 | inhibition, % at 2 µM | recombinant LYP catalytic domain, DiFMUP fluorescence | hit rate 0.21% among 96,000;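 active = inhibition at 2 µM at or above a set limit, the screen mean plus 3 SD, cut at about 24% in these data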;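 note: 0% = DMSO with enzyme and 100% = enzyme fully blocked by orthovanadate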
CYP2C9 inhib: human CYP2C9 inhibition. P11712. inhibition, % at 5 µM. CYP2C9 Supersomes, luciferin-H conversion, luminescence. hit rate 20% among 96,000;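 active = blocking of liver enzyme CYP2C9 beyond about 50% at 5 µM, limit read from the data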; note: values of inactives mirror those of a sister screen read the other way
DAT uptake mod: modulates human dopamine transporter uptake under cocaine; AID 449768; Q01959; hit rate 1.3% among 110,000; B-score at 10 µM; LLC-PK1 hDAT cells, [14C]-dopamine uptake with cocaine IC80; actives deviate in either direction;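 active = Z score or B-score, a plate-position-corrected score, falls beyond the plate's 99.7% confidence bounds, in either direction; inactive = both scores lie inside the 99.7% bounds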;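 note: scored against the spread of the other compound wells on the same plate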
Target sequence (Q01959 whole entry, looked up): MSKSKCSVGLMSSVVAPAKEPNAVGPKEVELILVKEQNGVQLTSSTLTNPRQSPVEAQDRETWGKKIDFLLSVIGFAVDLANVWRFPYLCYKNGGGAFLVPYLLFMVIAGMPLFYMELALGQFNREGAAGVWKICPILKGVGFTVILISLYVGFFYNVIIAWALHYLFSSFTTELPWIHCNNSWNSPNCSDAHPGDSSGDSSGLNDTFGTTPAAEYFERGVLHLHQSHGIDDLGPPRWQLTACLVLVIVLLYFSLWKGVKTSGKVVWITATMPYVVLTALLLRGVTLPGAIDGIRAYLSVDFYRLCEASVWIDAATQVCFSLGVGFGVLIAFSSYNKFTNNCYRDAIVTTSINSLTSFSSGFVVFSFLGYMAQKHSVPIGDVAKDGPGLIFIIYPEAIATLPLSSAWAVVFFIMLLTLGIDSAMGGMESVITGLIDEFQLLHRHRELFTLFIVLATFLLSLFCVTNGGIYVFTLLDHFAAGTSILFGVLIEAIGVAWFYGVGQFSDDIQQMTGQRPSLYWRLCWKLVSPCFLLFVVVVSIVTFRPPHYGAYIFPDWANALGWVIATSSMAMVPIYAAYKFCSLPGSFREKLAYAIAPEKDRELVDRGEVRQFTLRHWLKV
* marks the source's active call; other numbers are inactive results; . = not tested or not shown; & = joins results of further samples. Cut-off read from the data, not from the text of the source, unless noted: active = inhibition above about 30%; inactive = the rest. The list is partial (hit frequency here may not be typical).

SMILES | LYP act | Pyk2 oligo antag | E coli WT exp | PostGolgi ctrl | PostGolgi yeast | CYP2C9 activ | PTPN22 inh 2 | CYP2C9 inhib | DAT uptake mod
Cc1ccc(-c2cc(C(F)F)n3ncc(C(=O)N4CCC5(CC4)OCCO5)c3n2)cc1 | 4 | -0.4 | -3 | 23 | -2 | 0.5 | -3 | 47 | -0.95
CCCCNC(=O)c1c(N)n(CCCOC)c2nc3ccccc3nc12 | . | -1.7 | 7 | 27 | 1 | 0.8 | . | 18 | 1
Fc1cccc(F)c1CN1CCN(Cc2c(F)cccc2F)CC1 | -3 | -0.9 | 1 | 3 | 9 | 0.9 | 5 | 7 | -0.23
CN(C)P(=O)(C(Cl)=C(N1CCCCC1)N1CCCCC1)N(C)C | -1 | 0.68 | 5 | -5 | 1 | 0.8 | -2 | 16 | -0.18
CCCC(=O)Nc1cc(C(=O)N2CCC3(CC2)OCCO3)ccc1S(=O)(=O)c1ccc(C)cc1 | 12 | 0.06 | 6 | -3 | 7 | 0.6 | -9 | 44 | 0.29
O=c1[nH]c(=O)n(CCC2=CCCCC2)c(O)c1C=NCCCn1ccnc1 | 3 | 1.8 | -7 | 5 | 5 | 0 | -3 | 97* | 0.51
C=Cn1ccnc1P(=S)(c1ccn(C)c1)c1nccn1C=C | -4 | -0.3 | 0 | 1 | -4 | 1.1 | 1 | -14 | -0.73
CC12CC(c3ccccc3O1)C(C(=O)OCc1ccccc1)C(=O)N2 (configuration not stated) | 5 | 0.49 | . | . | . | . | -2 | . | 0.44
COP(=S)(OC)SCN1C(=O)c2ccccc2C1=O | 6 | . | -2 | -3 | -6 | 0.3 | -7 | 71* | 1.6
COc1ccccc1-n1c(-c2ccoc2)nc2ccccc2c1=O | -2 | -0.68 | -8 | 5 | 4 | 0.6 | 0 | 44 | -0.04
CC1(c2ccccc2)NCCN2C(=O)CSC21 (configuration not stated) | -2 | 0.24 | 7 | 6 | -4 | 1.1 | 4 | -12 | -0.98
Cc1cccc(-n2c(-c3ccco3)nc3ccccc3c2=O)n1 | -1 | -1.2 | -1 | 11 | 7 | 0.8 | 0 | 18 | 1
CC(C)(C)C(O)C(Oc1ccc(Cl)cc1)n1cncn1 (configuration not stated) | 1 | . | 0 | 98* | 104* | 0.4 | 2 | 58* | -0.57
COc1cc2c(cc1OC)-c1c(OC)c(OC)cc3c1C(C2)N(C)CC3 (configuration not stated) | 3 | . | 10 | 8 | 3 | 0.8 | -4 | 21 | 2.3
CC(=NCCCN1CCCCC1)c1c(O)n(Cc2ccccc2)c(=O)[nH]c1=O | -2 | 0.46 | -5 | 0 | -4 | 0.4 | 1 | 59* | .
O=C(c1cc2c(s1)CCCCCC2)N1CCC2(CC1)OCCO2 | 2 | -1 | 9 | 21 | 6 | 0.3 | -3 | 73* | 1
CC12CNCC(C)(CNC1)C2O (configuration not stated) | . | 2.2 | 3 | 4 | -7 | 1.1 | . | -12 | -0.12
CC(C(=O)c1c[nH]c2ccccc12)N1CCc2ccccc2C1 (configuration not stated) | -3 | 1.3 | 0 | 2 | -9 | 0.2 | 1 | 76* | 1.2
Cc1ccc(P(=S)(c2ccc(C)o2)N2CCOCC2)o1 | 0 | -0.36 | 1 | -1 | -5 | 0.9 | 0 | 11 | 0.93
Clc1ccc(N2CCN(Cc3ccccc3Cl)CC2)cc1 | 2 | -1 | 1 | 8 | -3 | 1.2 | -1 | -19 | -0.87
CC(C)NC(=O)Cn1cc(C(=O)c2ccccc2F)c2ccccc21 | 6 | -0.74 | -2 | 6 | -3 | 0.7 | -3 | 25 | 0.036
CCc1ccc(C(=O)C23CN4CN(CN(C4)C2)C3)cc1 | 0 | 0.23 | . | . | . | . | 0 | . | 0.34
CCCCN1C(=O)/C(=C\c2ccco2)C(=O)N(CCc2ccccc2)C1=O | -9 | 2.2 | 3 | 11 | -1 | 0.7 | 12 | 32 | -0.016
O=C(c1ccccc1F)c1cn(Cc2ccccc2)c2ccccc12 | 1 | -1.1 | -14 | 21 | 0 | 1 | 3 | 2 | 0.4
O=CC(Cl)P(=O)(N1CCCCC1)N1CCCCC1 (configuration not stated) | -3 | -0.2 | 5 | 23 | 6 | 1.1 | 3 | -6 | -1.3
Clc1ccc2c(c1)C(c1ccccc1Cl)=NCc1nncn1-2 | -6 | -1 | . | . | . | . | 7 | . | 0.41
CC1CCN2c3nc4ccccn4c(=O)c3CC3(C(=O)N(C)C(=O)N(C)C3=O)C2C1 (configuration not stated) | -7 | -0.03 | 3 | 10 | -9 | 1.1 | 6 | -9 | 2
CC(N)C(=O)c1ccco1 (configuration not stated) | 1 | 0.6 | 2 | 7 | 11 | 0.9 | -2 | 9 | -0.22
CCNc1ccc(P(=S)(N(C)C)N(C)C)cc1 | -4 | -0.26 | 5 | 16 | -10 | 0.6 | 3 | 37 | -1.5
O=C(Nc1ccc(C(F)(F)F)cc1)c1cccn(Cc2ccc3c(c2)OC(F)(F)O3)c1=O | 3 | 1.6 | -10 | 21 | -5 | 0.9 | 1 | 12 | -0.019
NC(=O)C1(N2CCCCC2)CCN(Cc2ccccc2)CC1 | 5 | 1.4 | 1 | -3 | 2 | 1.1 | -8 | -6 | -1.4
CCC12C=CCN3CCC4(c5cc(Br)c(OC)cc5N(C)C4C(O)(C(=O)OC)C1OC(C)=O)C32 (configuration not stated) | 6 | 0.1 | 10 | -3 | 10 | 0.9 | -3 | 13 | -0.08
CC(C)CC(=O)NC(Oc1ccc(Cl)cc1)C(Cl)(Cl)Cl (configuration not stated) | 10 | -0.01 | 4 | 14 | 17 | 0.7 | -6 | 31 | 0.0036
Cc1ccc(C(c2nnnn2Cc2ccccc2)N2CC=C(c3ccc(F)cc3)CC2)cc1 (configuration not stated) | -1 | -1.4 | -14 | 1 | 4 | 0.5 | 5 | 50* | -1.1
O=P(Nc1ccccc1)(Nc1ccccc1)Oc1cccc(Cl)c1 | 3 | -2.2 | 6 | 16 | -8 | 0.5 | 0 | 51* | 0.35
Cc1cccc(N2C(=O)NC(=O)C3(Cc4cc(C)ccc4N(C)C3)C2=O)c1 (configuration not stated) | 6 | 1.6 | 1 | 6 | 0 | 0.4 | -8 | 63* | 0.19
CC(C)OCCCNC(=O)c1c(N)n(CC2CCCO2)c2nc3ccccc3nc12 (configuration not stated) | -8 | 0.15 | -1 | 14 | 6 | 0.2 | 6 | 85* | -0.16
Cc1cc(C)n2nc(SCC(=O)N3CCC4(CC3)OCCO4)nc2n1 | 7 | 0.23 | 4 | 3 | 5 | 0.9 | -9 | 12 | 1
O=C(c1ccc(CNS(=O)(=O)c2ccccc2)cc1)N1CCC2(CC1)OCCO2 | 0 | -0.77 | 5 | 12 | -1 | . | -3 | . | .
Cc1ccc(S(=O)(=O)N2CCC(C(=O)N3CCC4(CC3)OCCO4)CC2)cc1 | -8 | 1.9 | -2 | 10 | 1 | 1.4 | 7 | -43 | 1.3

Record cards, from the list above. Screens in order: LYP act, Pyk2 oligo antag, E coli WT exp, PostGolgi ctrl, PostGolgi yeast, CYP2C9 activ, PTPN22 inh 2, CYP2C9 inhib, DAT uptake mod
Record of Clc1ccc(N2CCN(Cc3ccccc3Cl)CC2)cc1 → 2, -1, 1, 8, -3, 1.2, -1, -19, -0.87
Record of COc1cc2c(cc1OC)-c1c(OC)c(OC)cc3c1C(C2)N(C)CC3 (configuration not stated) → 3, ., 10, 8, 3, 0.8, -4, 21, 2.3
Record of Cc1cccc(N2C(=O)NC(=O)C3(Cc4cc(C)ccc4N(C)C3)C2=O)c1 (configuration not stated) → 6, 1.6, 1, 6, 0, 0.4, -8, 63*, 0.19
Record of CC(C)(C)C(O)C(Oc1ccc(Cl)cc1)n1cncn1 (configuration not stated) → 1, ., 0, 98*, 104*, 0.4, 2, 58*, -0.57
Record of CN(C)P(=O)(C(Cl)=C(N1CCCCC1)N1CCCCC1)N(C)C → -1, 0.68, 5, -5, 1, 0.8, -2, 16, -0.18

Following part.
SMILES | LYP act | Pyk2 oligo antag | E coli WT exp | PostGolgi ctrl | PostGolgi yeast | CYP2C9 activ | PTPN22 inh 2 | CYP2C9 inhib | DAT uptake mod
Cc1ccc(S(=O)(=O)Nc2cc(C(=O)N3CCC4(CC3)OCCO4)ccc2N2CCCCC2)cc1 | 2 | -1.5 | -14 | 25 | -1 | 0.4 | -4 | 63* | 0.71&1.2
COc1cc2[nH]c(=O)n(-c3ccccc3)c(=O)c2cc1OC | 2 | -0.13 | -10 | 1 | 31* | 1 | 0 | 4 | 0.86
CN1CCN(c2ccc(N)cc2)CC1 | 0 | 0.14 | -5 | 24 | 8 | 1 | 0 | 2 | 0.57
O=C(c1cnn2c(C(F)(F)F)cc(-c3ccccc3)nc12)N1CCC2(CC1)OCCO2 | 1 | -0.15 | -5 | 2 | -8 | 0.9 | 2 | 14 | -1
COCCOC(=O)c1c(C)n(C)c2ccc(OC(=O)N(C)C)cc12 | -6 | 1 | -1 | 3 | 1 | 0.5 | 8 | 54* | -0.94
CCN(CC)CCN=C(C)c1c(O)n(-c2ccccc2OC)c(=O)[nH]c1=O | 10 | -0.63 | -7 | -11 | 1 | 1.2 | -12 | -24 | -0.053
Cc1ccc2c(c1)C1CN(C)CCC1N2C(=O)Nc1cccc(C(F)(F)F)c1 (configuration not stated) | -6 | 0.45 | 7 | 5 | 0 | 0.8 | 7 | 17 | 1.7
CC(=O)OC1(Cc2ccccc2)CN2CCC1c1ccccc12 (configuration not stated) | -1 | 1.1 | 3 | 12 | -3 | 0.4 | 3 | 60* | 0.49
C=CCn1c(O)c(C(C)=Nc2ccc(C(=O)OCC)cc2)c(=O)[nH]c1=O | 10 | -0.3 | -5 | 7 | 14 | 0.5 | -11 | 48 | -0.52
O=c1[nH]c(=O)n(Cc2ccco2)c(O)c1C=NCc1cccs1 | -2 | -0.55 | 6 | -5 | 1 | 1.1 | 3 | -7 | 1.8
CCC(=NCCOc1ccc(Cl)cc1)c1c(O)n(C)c(=O)n(C)c1=O | -1 | -0.9 | -2 | 24 | 0 | 0.8 | 0 | 18 | 1.1
CSc1ncc(/C=C2/C(=O)NC(=O)N(C)C2=O)cn1 | 3 | 0.97 | 3 | 3 | 0 | 0.9 | 0 | 6 | .
CCC(=O)N1N=C2C3CCN(CC3)C2C1c1ccccc1 (configuration not stated) | -10 | -0.12 | 7 | 9 | -4 | 1.1 | 15 | -14 | -0.46
Cc1cc(NC(=O)COC(=O)c2c(C)nn(Cc3ccccc3)c2C)no1 | -7 | -0.06 | -6 | 10 | 20 | 0.3 | 8 | 65* | 0.27
CCCn1nc2ccccc2c1P(=O)(N1CCOCC1)N1CCOCC1 | 1 | -0.57 | -4 | -5 | 8 | 1 | -2 | 3 | -0.92
CC1(C)Cc2c(sc3c2C(=O)NC(c2cccnc2)N3)CO1 (configuration not stated) | . | 0.8 | 2 | 12 | 1 | 0.7 | . | 26 | 1.2
CCC(=Nc1ccc(OC)cc1OC)c1c(O)[nH]c(=O)[nH]c1=O | 4 | 0.03 | -3 | 6 | 4 | 1 | -5 | 0 | 0.071
CCOc1ccccc1C1SCC(=O)Nc2c1c(=O)[nH]n2C(CC)CC (configuration not stated) | . | -1.6 | 4 | 8 | 2 | 1 | . | -1 | -0.4
O=c1[nH]c(=O)n(C2CCCCCC2)c(O)c1C=NC1CCN(Cc2ccccc2)CC1 | -10 | -0.09 | 2 | 18 | -3 | 1.1 | 9 | -14 | 1
CN(C)C(=O)Oc1ccc(Cl)c2ccccc12 | -11 | 0.56 | 8 | 21 | 8 | 2.1* | 10 | -106 | -1
